High-throughput results as filed in PubChem.
Cneo AK release – Cryptococcus neoformans cell lysis inducers, primary screen, AK release luminescence, single concentration; 360,000 compounds, 0.2% hits; AID 651654, 2012; C. neoformans lysis, adenylate kinase release luminescence, 4 h; normalised: neutral wells 0, clomiphene wells 100; lysis activity, % at 15 µM;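 active = mean lysis activity across replicates of at least 80%, whatever share of replicates individually reach that level; inactive = mean lysis activity below 80%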
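Material – log-phase Cryptococcus neoformans yeast cells · Input – 5 × 10^6 yeast cells/mL · Medium – fresh YPD growth medium · Doses – single compound concentration per well · Timing – static 4 h at 37 °C with compound, 1 h detection · Detection – adenylate kinase release luminescence · Read-out – signal increase indicating cell lysis · Control set – Clomiphene as positive lysis control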
ARNT TACC3 PPI – disruptors of ARNT/TACC3 protein interaction, primary screen, biochemical, AlphaScreen, single concentration; Transforming acidic coiled-coil-containing protein 3 (Homo sapiens), Q9Y6A5; AlphaScreen His-ARNT PAS-B/GST-TACC3 binding, luminescence; TACC3 fragment carries E629A point mutation; inhibition, % at 9.99 µM; 390,000 compounds, 0.66% hits; AID 623870, 2012;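 active = mean inhibition of replicates at least 50% and at least half of replicates each reaching 50%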;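 also: 0% = complete ARNT plus TACC3 wells and 100% = ARNT alone without TACC3; many hits fall short of the cut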
LGR2 inh – inhibitors of bursicon-induced LGR2 CRE-luciferase signal, primary screen, cell-based, HEK293, CRE-luciferase reporter, bursicon stimulation; Drosophila bursicon receptor LGR2 (rickets); bursicon-stimulated, 4 h; inhibition, % at 9.99 µM; 380,000 compounds, 0.35% hits; AID 720647, 2013;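 active = drop in luminescence signal, shown as inhibition above about 50% in the replicate tests, limit read from the data, passing the limit was not always enough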;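 also: agonist challenge used bursicon conditioned medium at about half maximal strength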
PglD DTNB – C. jejuni PglD acetyltransferase inhibitors, primary screen, biochemical, DTNB colorimetric, single point | purified PglD enzyme, DTNB colorimetric CoA detection | inhibition, % at 12.5 µM | 360,000 compounds, 0.098% hits; in the data active = inhibition above about 16%, passing the limit was not always enough; also: strong numbers were not always called active
PAX8 reporter – inhibitors of PAX8-driven TPO luciferase reporter, primary screen, RMG-I cells, single concentration; 360,000 compounds, 1.2% hits; inhibition, % at 12.6 µM; SteadyGlo, 24 h; AID 652154, 2013;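 active = mean replicate inhibition at least 60% with every replicate also reaching 60%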;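 also: luciferase light reporting Pax8 driven TPO promoter activity; plate controls were median of neutral control wells for no effect and mitoxantrone controls for full effect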
C2C12 statin – suppressors of statin myotoxicity in C2C12 myotubes, primary screen, cell-based, single point, plate reader; 330,000 compounds, 0.78% hits; rescue of ATP level, % at 7.49 µM; C2C12 myotubes + simvastatin, ATP luminescence, 48 h; scaled: DMSO 0, geranylgeraniol control 100;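 active = mean ATP rescue above about 67%, or every replicate alone reaching that limit, limit read from the data, passing the limit was not always enough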;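 also: myotubes were challenged with 10 µM simvastatin during compound exposure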
GSIS activator – GLuc luminescence reporter in INS-1E cells, primary screen for activators of glucose-dependent secretion of insulin | AID 743287, 2014 | activation, % at 16.6 µM | INS-1E GLuc reporter insulin secretion, 2-3 h | 370,000 compounds, 0.61% hits;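 active = lowest replicate activation of at least 40%, so every replicate reaches that level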;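 also: 0% = median of neutral control wells and 100% = median of IBMX positive control wells; some compounds called inactive have numbers as strong as hits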
PGC1a acetyl inh – inhibitors of PGC1a acetylation signal, primary screen, cell-based, U2OS, AlphaScreen, inhibitor mode | inhibition, % at 15.6 µM | 350,000 compounds, 0.17% hits | AlphaScreen anti-acetyl-lysine; with virally co-expressed GCN5 acetyltransferase;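 active = every replicate shows inhibition of at least 40%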;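 also: 0% = neutral control wells and 100% = positive control wells; some results beyond the cut were filed as inactive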
* marks the source's active call; other numbers are inactive results; nt = not tested or not shown; & = joins results of further samples. No enrichment for hits. About 2.9% of those tested had a hit in this group.

SMILES	Cneo AK release	ARNT TACC3 PPI	LGR2 inh	PglD DTNB	PAX8 reporter	C2C12 statin	GSIS activator	PGC1a acetyl inh
O=C(C[C@@H]1CC[C@H]2[C@@H](COC[C@@H](O)CN2S(=O)(=O)c2ccccc2)O1)NCc1ccc(-c2ccccc2)cc1	-1	25	13	-1	-2	9	-1	-1
CCOC(=O)c1ccc(Nc2nc(C(=O)OCC)nc3ccccc23)cc1	-2	4	nt	3	nt	-3	nt	-3
Cc1ccccc1OCCOC(=O)c1ccc(S(=O)(=O)N2CCCC2)cc1	-1	nt	-12	-2	-1	-3	7	nt
CCC1(c2ccccc2)NC(=O)N(CC(=O)Nc2ccc(Cl)c(S(=O)(=O)N3CCCCC3)c2)C1=O (stereo unspecified)	2	0	-2	-10	2	2	-71	nt
Cc1ccc2cccc(O)c2[n+]1[O-]	-5	15	nt	7	1	6	-2	13
CC(C)(C)c1cc(Cl)ccc1OCCn1ccnc1	4	7	8	1	9	-10	8	-1
COCCNCCCCOc1c(Cl)cc(C)cc1Br	2	-4	nt	-1	17	-1	nt	10
CC(Sc1ccccc1)C(=O)N/N=C/c1ccccc1 (stereo unspecified)	nt	0	-11	nt	-10	nt	-11	nt
CC1CC(C)CN(CCCNC(=O)c2ccc3c(c2)ncn3C2CCCC2)C1 (stereo unspecified)	-3	-1	-3	0	-16	-3	10	nt
CCOc1ccc(CN(C)C(=O)[C@H](C)NC(=O)c2ccco2)cc1OC	-1	-1	-4	2	-4	6	15	nt
CCOC(=O)C1(Cc2cccc(Cl)c2)CCCN(C(=O)c2c(CC)noc2C)C1 (stereo unspecified)	-2	-6	-1	0	-30	-11	-10	nt
CCOC(=O)c1ccccc1NS(=O)(=O)c1c(C)nc2sccn2c1=O	0	4	-6	1	-25	nt	-4	6
Cn1c(Nc2ccccc2)nc2ccccc21	-1	-3	-8	-6	-15	-19	21	4
COc1cccc(OC)c1NC(=O)CN1CCC(NC(=O)c2cccc(F)c2)CC1	-3	-5	nt	-5	nt	4	nt	4
O=C(N/N=C/c1cc2c(c([N+](=O)[O-])c1)OCO2)c1ccncc1	-1	10	15	-8	6	0	2	nt
COC(=O)C[C@@H]1C=C[C@@H](NC(=O)c2ccccc2)[C@@H](CO)O1	-3	-22	24	1	-22	-1	3	-3
CCC1(c2ccccc2)NC(=O)N(CC(=O)NC2CCCCCC2)C1=O (stereo unspecified)	0	1	1	5	-8	6	-8	nt
C[C@@H]1CN([C@@H](C)CO)C(=O)c2cc(-c3cccc(F)c3)cnc2O[C@@H]1CN(C)C	-2	-2	17	-1	nt	3	8	13
CCOC(=O)c1c(/N=C/C2C(=O)CC(C)(C)CC2=O)sc2c1CCCC2	nt	-3	-20	nt	-10	-13	nt	11
O=C(Cc1ccncc1)NCC[C@H]1CC[C@@H](NC(=O)C2CC2)[C@@H](CO)O1	-4	6	16	-1	-9	3	3	10
O=C(Cc1ccc(NC(=O)C2CCN(C(=O)c3ccccc3)CC2)cc1)Nc1cccc(C(=O)N2CCCC2)c1	1	-3	14	-1	10	1	-1	4
Cc1ccc(S(=O)(=O)N2CCC(C(=O)N[C@@H](C)C(=O)NCCc3ccccc3)CC2)cc1	1	-2	-4	-4	6	-4	-13	nt
Cc1ccc2cc(CCNC(=O)C(=O)c3c(C)[nH]c4ccccc34)c(=O)[nH]c2c1	nt	2	-8	nt	0	-2	1	-2
COc1ccccc1C1CCN(C(=O)C2CCCCC2)CC1	6	8	5	4	-3	-5	-20	1
Cc1ccc(S(=O)(=O)N(CC2CO2)c2cccc([N+](=O)[O-])c2)cc1 (stereo unspecified)	-3	nt	19	8	19	0	-6	5
O=C(CCn1cccn1)N1CCCC(Nc2ccc(F)c(F)c2)C1 (stereo unspecified)	-2	nt	1	3	-43	0	6	nt
Cn1cnc(S(=O)(=O)N2C[C@@H]3N[C@H](C2)C3c2ccc(/C=C/c3ccccc3)cc2)c1 (stereo partly specified)	nt	nt	-3&7	nt	-2&-3	nt	-7&11	2&10
Cc1cc(NS(=O)(=O)c2ccc(NC(=S)NC(=O)c3ccc(C(C)(C)C)cc3)cc2)no1	nt	5	1	nt	1	nt	-46	nt
COc1cccc(/C=C/c2ccc3ccccc3n2)c1OC(C)=O	nt	-2	85*	nt	22	nt	16	-20
O=S(=O)(c1ccccc1)N1CCC(=NO)CC1	nt	0	16	nt	4	nt	10	3
COc1c(S(=O)(=O)N2CCN(C(=O)c3ccco3)CC2)ccc(Cl)c1Cl	4	-2	9	-5	-10	9	-14	nt
CC(C)CNC(=O)C1Nc2ccc(OC(F)(F)F)cc2C2C=CCC12 (stereo unspecified)	1	nt	nt	0	-11	-2	nt	-30
COc1ccnc(Oc2ccccc2)c1-c1ncn[nH]1	nt	6	10	nt	85*	nt	-2	12
Cc1ccc(S(=O)(=O)N2CCCC(C(=O)N3CCN(c4ccccc4)CC3)C2)cc1 (stereo unspecified)	-4	3	14	-5	27	-2	-40	nt
Cc1cc(C)cc(C(=O)NCC(=O)NCCc2c[nH]c3ccccc23)c1	2	2	10	3	-1	0	7	-1
C[C@H]1CN([C@@H](C)CO)C(=O)c2cc(C#CCN(C)C)cnc2O[C@H]1CN(C)C(=O)c1cccc(F)c1	3	-6	-13	1	nt	7	14	-6
CCOC(=O)C1=C(C)n2c(s/c(=C/c3cccc([N+](=O)[O-])c3)c2=O)=NC1c1ccc(O)c(OC)c1 (stereo unspecified)	3	4	25	-3	nt	14	17	-1
CN1C(=O)c2cc(NC(=O)C3CCCC3)ccc2OC[C@H]2O[C@H](CC(=O)NCC(F)(F)F)CC[C@@H]21	-2	-3	-15	2	1	-3	2	4
CCC(c1nnc(SCC(=O)Nc2cccc(S(N)(=O)=O)c2)n1Cc1ccccc1)N(C)C (stereo unspecified)	-3	2	-5	-3	-1	10	-9	3
CS(=O)(=O)N1[C@H](C(=O)NCCc2ccncc2)[C@@H](CO)[C@@H]2Cn3c(ccc(C4=CCCC4)c3=O)[C@@H]21	1	6	19	-2	0	-32	10	nt
CN1CCN(Cc2nnc(-c3ccccc3)o2)CC1	nt	-17	-1	nt	-1	-7	-5	nt
CCSc1nnc2c(n1)OC(c1ccc(C(=O)O)cc1)N(C(C)=O)c1ccccc1-2 (stereo unspecified)	2	-8	-1	3	-12	-12	-2	nt
CCOC(=O)c1cccc(NC(=O)C(NS(=O)(=O)c2ccc3c(c2)CCN3C(C)=O)C(C)C)c1 (stereo unspecified)	-1	28	nt	-23	nt	10	nt	-15
CC(C)Cc1ccc(-c2cc3nc(NCC4CC4)ccn3n2)cc1	-1	nt	-76	2	-131	12	-11	-2
CO[C@H]1CN(C)C(=O)c2cc(NS(=O)(=O)c3ccccc3C)ccc2OC[C@H](C)NC[C@H]1C	-4	-11	10	1	nt	-11	33	9

An excerpt from above in order of their number in PGC1a acetyl inh, falling.
mol,PGC1a acetyl inh
O=C(Cc1ccncc1)NCC[C@H]1CC[C@@H](NC(=O)C2CC2)[C@@H](CO)O1,10
CCC(c1nnc(SCC(=O)Nc2cccc(S(N)(=O)=O)c2)n1Cc1ccccc1)N(C)C (stereo unspecified),3
COc1ccccc1C1CCN(C(=O)C2CCCCC2)CC1,1

Part of the list above, with values under each structure:
The line under a structure holds: Cneo AK release | ARNT TACC3 PPI | LGR2 inh | PglD DTNB | PAX8 reporter | C2C12 statin | GSIS activator | PGC1a acetyl inh
> CN1CCN(Cc2nnc(-c3ccccc3)o2)CC1
 : nt | -17 | -1 | nt | -1 | -7 | -5 | nt
> Cc1cc(C)cc(C(=O)NCC(=O)NCCc2c[nH]c3ccccc23)c1
 : 2 | 2 | 10 | 3 | -1 | 0 | 7 | -1

Following part
SMILES	Cneo AK release	ARNT TACC3 PPI	LGR2 inh	PglD DTNB	PAX8 reporter	C2C12 statin	GSIS activator	PGC1a acetyl inh
CC(C)NC(=O)C(=O)NCCc1ccc(Cl)cc1	2	nt	nt	-5	nt	6	nt	2
CC12CCC(C(=O)Nc3cccc4ccccc34)(C1Br)C2(C)C (stereo unspecified)	1	-6	nt	3	10	nt	nt	-26
C[C@H](CO)N1C[C@H](C)[C@H](CN(C)C(=O)Nc2ccc(F)cc2)OCCCC[C@H](C)Oc2ccc(NS(C)(=O)=O)cc2C1=O	-4	-7	10	-2	-2	nt	5	11
C=CCc1c(C)nc(SC)nc1Nc1ccccc1	0	-3	nt	-2	19	-3	nt	-2
CCCn1c(N2CCN(CC(=O)c3c(C)n(C)c4ccccc34)CC2)nc2c1c(=O)[nH]c(=O)n2C	-4	0	nt	8	nt	3	nt	5
O=[N+]([O-])c1ccccc1/C=C/CN1CCC(O)CC1	1	1	12	2	13	13	-3	nt
CC1CCC(NC(=O)C(C)N2C(=O)C3CCCCC3C2=O)CC1 (stereo unspecified)	1	nt	nt	2	-28	18	nt	-2
COc1ccc(CN(C)C[C@H]2OCCCC[C@@H](C)Oc3ccc(NC(=O)Nc4cccc5ccccc45)cc3C(=O)N([C@@H](C)CO)C[C@H]2C)cc1	-2	45	-4	-1	10	nt	-18	-4
CC(C)(C)Cc1c(-c2ccc(Cl)cc2)nc2ccc(Cl)cn12	7	nt	0	-4	-5	1	1	-2
CCS(=O)(=O)N1Cc2ccccc2CC1C(=O)Nc1ccc(OC)cc1OC (stereo unspecified)	-1	-2	11	3	1	31	16	1
COc1ccccc1CNC(=O)CCCNS(=O)(=O)c1cccc2nsnc12	-4	-1	nt	-2	8	nt	nt	nt
CC(=O)c1cccc(OCC(=O)N(C)CC(=O)NCc2ccco2)c1	0	nt	6	nt	0	6	3	-5
Cc1nc2nc[nH]n2c(=O)c1C/C=C/c1ccccc1	1	18	9	1	-11	2	-11	-2
Cc1nc2ccccc2cc1C(=O)N/N=C/c1ccco1	0	-1	-8	-10	12	nt	18	2
COc1cc2c(cc1OC)C(NC(=O)c1ccc(C)cc1)CC2=O (stereo unspecified)	8	-26	-1	2	22	-14	11	5
CCOc1ccc(N2C(=O)CC(N(CCc3ccc(OC)c(OC)c3)C(=O)/C=C/C(=O)O)C2=O)cc1 (stereo unspecified)	-1	-6	1	6	-8	nt	-17	4
CC(=O)Nc1ccc(Nc2cc(N(C)C)c3nonc3c2[N+](=O)[O-])cc1	-1	-7	-1	3	5	7	5	20
O=C(C1CCCN(Cc2nc(-c3cccs3)no2)C1)N1CCOCC1 (stereo unspecified)	-4	-1	8	1	-23	5	15	12
O=C1C(Cc2ccccc2)Nc2ncnc(N3CCCCC3)c2N1Cc1ccc(Br)cc1 (stereo unspecified)	-2&1	-15	8&15	1&5	-4&8	13&4	-4&-27	12&-3
O=C(COC(=O)CNC(=O)c1ccccc1F)Nc1ccc2c(c1)OCO2	0	-5	-11	-1	-15	3	-8	-2
O=C(C[C@@H]1CC[C@H](NC(=O)C2CC2)[C@@H](CO)O1)NCC1CC1	-6	5	23	-2	nt	-4	3	11
O=C(Cc1cccs1)NCc1cccc(C(F)(F)F)c1	nt	5	-29	nt	-36	0	-6	nt
COc1ccc(/C=C/C(=O)c2cc(Cl)ccc2O)c(OC)c1	nt	3	-28	nt	-45	nt	7	0
O=C(NC1CCCC1)C(=O)N(c1ccccc1F)C(C(=O)NCC1CCCO1)c1cccs1 (stereo unspecified)	0	2	-11	-5	1	6	-1	-6
CCN(CC)S(=O)(=O)c1ccc(N2CCOCC2)c(NC(=O)c2ccco2)c1	-5	-3	-20	2	14	8	-3	3
